CF NFkB block: cystic fibrosis NF-kB activation inhibition; inhibition, % at 5 µM; KKLEB NF-kB-GFP reporter, PAF-induced, GFP fluorescence overnight; actives 0.86% (n = 360,000);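 active means at least 50% inhibition at 5 µM, scaled per plate between neutral and stimulator controls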;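 further: PAF is a Pseudomonas aeruginosa culture filtrate used as stimulus; plate controls were PAF-stimulated DMSO wells for no effect and unstimulated DMSO wells for full effect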
NR2F2 inh: NR2F2 (human) inhibition, primary screen; actives 0.7% (n = 370,000); AID 686940; P24468; inhibition, % at 8.6 µM; HEK293T NGFI-A luciferase reporter, luminescence;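 active means inhibition above a per-plate cutoff, mean inhibition of test wells between control levels plus 3 SD, cut at about 38% in these data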;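 further: cells cotransfected with COUP-TFII expression vector driving the NGFI-A reporter; 0% = median of COUP-TF2 test wells and 100% = reporter-only cells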
TROY signal inh: TROY signaling inhibition; Q293 LMP1-TROYcd NF-kB luciferase reporter, 4 h; inhibition, % at 10 µM; AID 1347056; actives 0.98% (n = 360,000);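 active means compounds whose plate-normalised and pattern-corrected inhibition of the luciferase reporter signal at the single screening dose is 50% or more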
SRC1 inh: inhibitors of human steroid receptor coactivator 1 (SRC1) | actives 0.12% (n = 360,000) | AID 588354 | inhibition, % at 3.6 µM | HEK293 GAL4-SRC1 luciferase reporter, luminescence;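 active means inhibition above the campaign mean plus 3 SD, with each screening campaign given its own cutoff, cut at about 60% in these data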;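 further: 0% = DMSO treated cells and 100% = gossypol at 36 µM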
TWEAK Fn14 block: inhibitors of TWEAK-Fn14 interaction signaling; actives 2% (n = 360,000); inhibition, % at 10 µM; TWEAK-stimulated Fn14 reporter cells, luciferase luminescence, 8 h; AID 1159606; in the data active means inhibition above about 50%
EBV LMP1 NFkB: Epstein-Barr LMP1 NF-kappaB reporter inhibition | LMP1-induced NF-kappaB luciferase reporter cells, luminescence | inhibition, % at 12.5 µM | actives 0.69% (n = 350,000); in the data active means inhibition above about 41%;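 further: 0% = neutral control wells and 100% = reference inhibitor control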
TRAIL sens C8: sensitizes caspase-8 expressing cells to TRAIL; inhibition (viability loss, TRAIL sensitization), % at 10 µM; actives 1% (n = 360,000); NB7+C8 cells + TRAIL, ATPlite viability luminescence;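 active means compounds causing at least 50% loss of cell viability in the single-dose screen, relative to plate controls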
NCOA2 inhibitor: inhibits human steroid receptor coactivator 2; Q15596; HEK293 GAL4-SRC2 luciferase reporter, luminescence; inhibition, % at 9 µM; actives 0.17% (n = 370,000); AID 651957;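 active means inhibition above the mean inhibition of all tested compounds plus 3 SD, set per campaign, cut at about 52% in these data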;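 further: 0% = DMSO treated cells and 100% = cells given Gossypol at 36 µM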
Target sequence (Q15596 whole entry, looked up, the tested form may be a part): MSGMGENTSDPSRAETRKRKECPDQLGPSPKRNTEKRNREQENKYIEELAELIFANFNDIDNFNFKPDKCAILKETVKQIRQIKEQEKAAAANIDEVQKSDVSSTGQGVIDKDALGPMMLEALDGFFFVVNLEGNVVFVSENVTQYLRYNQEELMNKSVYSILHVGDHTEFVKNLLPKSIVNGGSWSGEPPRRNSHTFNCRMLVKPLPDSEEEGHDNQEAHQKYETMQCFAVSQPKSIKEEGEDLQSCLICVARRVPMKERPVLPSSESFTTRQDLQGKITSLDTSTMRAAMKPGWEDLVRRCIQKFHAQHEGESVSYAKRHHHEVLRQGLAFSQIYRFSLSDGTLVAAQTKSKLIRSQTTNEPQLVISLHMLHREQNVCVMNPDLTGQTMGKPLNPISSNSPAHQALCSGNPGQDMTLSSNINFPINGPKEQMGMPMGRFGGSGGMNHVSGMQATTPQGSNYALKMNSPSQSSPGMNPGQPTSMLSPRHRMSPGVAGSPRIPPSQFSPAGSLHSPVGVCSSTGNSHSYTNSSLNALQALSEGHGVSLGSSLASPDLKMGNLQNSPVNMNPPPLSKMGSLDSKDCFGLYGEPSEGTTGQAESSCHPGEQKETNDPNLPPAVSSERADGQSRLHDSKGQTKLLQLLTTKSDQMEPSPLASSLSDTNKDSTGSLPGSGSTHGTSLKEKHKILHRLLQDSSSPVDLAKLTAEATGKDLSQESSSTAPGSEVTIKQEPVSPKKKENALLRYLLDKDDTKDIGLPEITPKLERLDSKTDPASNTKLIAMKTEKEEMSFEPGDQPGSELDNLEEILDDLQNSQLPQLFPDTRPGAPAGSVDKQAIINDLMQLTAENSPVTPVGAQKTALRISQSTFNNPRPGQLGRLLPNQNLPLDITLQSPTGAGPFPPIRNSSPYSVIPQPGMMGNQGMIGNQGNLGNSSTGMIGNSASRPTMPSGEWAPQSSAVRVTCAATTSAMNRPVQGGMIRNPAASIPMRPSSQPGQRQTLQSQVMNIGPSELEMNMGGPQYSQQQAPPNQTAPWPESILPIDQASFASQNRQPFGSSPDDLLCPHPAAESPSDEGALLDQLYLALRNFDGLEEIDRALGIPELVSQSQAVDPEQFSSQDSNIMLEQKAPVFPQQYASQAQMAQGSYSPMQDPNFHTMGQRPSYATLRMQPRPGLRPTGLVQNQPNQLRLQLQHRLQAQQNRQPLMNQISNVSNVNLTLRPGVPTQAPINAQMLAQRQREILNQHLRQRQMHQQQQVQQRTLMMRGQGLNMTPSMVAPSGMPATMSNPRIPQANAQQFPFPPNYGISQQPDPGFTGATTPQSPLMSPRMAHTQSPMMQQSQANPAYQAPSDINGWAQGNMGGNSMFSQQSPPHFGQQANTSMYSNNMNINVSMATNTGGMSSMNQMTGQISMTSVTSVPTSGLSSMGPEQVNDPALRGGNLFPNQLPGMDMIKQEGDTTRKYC
LRH-1 inv ag: NR5A2 inverse agonism in reporter assay; O00482; HEK293T StAR-luciferase reporter, LRH-1 transfected, 24 h; inhibition, % at 3.6 µM; actives 0.13% (n = 360,000); AID 602396;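 active means inhibition above the mean inhibition of all tested compounds plus 3 SD, cut at about 73% in these data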;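 further: 0% = DMSO wells and 100% = reporter-only cells lacking LRH-1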
KKLEB tox: reduces viability of KKLEB cystic fibrosis airway cells. KKLEB CF airway cells viability, ATPlite luminescence, overnight; stronger effect = lower value; cells stimulated with P. aeruginosa culture filtrate. activity change (cytotoxicity), % at 5 µM. actives 0.36% (n = 360,000);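 active means corrected activity change at or below -50% at 5 µM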
NCOA3 inh: inhibitors of human steroid receptor coactivator 3 (SRC3) | Q9Y6Q9 | HEK293 GAL4-SRC3 luciferase reporter, luminescence | inhibition, % at 3.6 µM | actives 0.17% (n = 360,000) | AID 588352;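 active means inhibition above a per-campaign cutoff, the mean of all compounds plus 3 SD, cut at about 60% in these data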;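 further: 0% = DMSO-treated cells and 100% = gossypol-treated cells at 36 µM; higher means less SRC3-driven luciferase light from the GAL4 reporter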
Starred values were filed as active, the others as inactive; · = no result given.

SMILES	NCOA3 inh	TRAIL sens C8	EBV LMP1 NFkB	SRC1 inh	TROY signal inh	LRH-1 inv ag	NR2F2 inh	CF NFkB block	KKLEB tox	NCOA2 inhibitor	TWEAK Fn14 block
CCC(=O)Nc1cccc(NC(=O)CSc2nnc(C3CC3)n2C)c1	-9	-11	-11	2	-2	7	-14	6	2	-4	-8
O=c1ccnc(Sc2ncccc2[N+](=O)[O-])[nH]1	10	9	-7	-3	5	-8	0	5	0	2	3
Cc1ccc(C(=O)N/N=C/c2cc(C)n(-c3ccc(Br)cc3)c2C)cc1[N+](=O)[O-]	-13	-3	-1	-12	-13	5	3	-4	0	-9	-12
COc1ccc(Br)cc1CN(C)CC(=O)Nc1c(Cl)ccc(C)c1Cl	22	6	7	12	6	1	-2	2	0	-6	-59
Cc1cccc2cc(CN(CCN3CCCC3)C(=O)NC3CCCCC3)c(=O)[nH]c12	2	1	0	10	12	-9	-1	2	-2	-31	-1
CNC(=O)CN(c1ccc(C23CC4CC(CC(C4)C2)C3)cc1)S(C)(=O)=O	12	0	-6	-3	10	12	0	-15	-15	23	13
O=[N+]([O-])c1ccc(NCc2ccncc2)cc1	-11	9	-4	0	9	-9	21	-9	-4	7	10
CCOC(=O)Cc1csc(NC(=O)Nc2cccs2)n1	-35	0	-6	-41	-30	-14	-5	-18	22	-35	-1
NS(=O)(=O)c1cccc(NC(=O)COC(=O)C2CCCCC2)c1	11	-10	-5	-2	-27	-9	-15	-6	-10	-26	-2
CCN(CC)C(=O)c1ncn2c1c(=O)[nH]c1ccccc12	11	-26	-1	-26	-6	2	-20	3	-7	5	-14
O=[N+]([O-])c1c(O)c(Cl)cc(Cl)c1Cl (tested in a mixture with another compound)	-6	-7	7	-22	32	13	-12	37	13	26	5
CCCCCCCNC(=O)CN1C(=O)CSc2ccc(S(=O)(=O)N3CCOCC3)cc21	0	-12	4	-1	4	-3	-5	-4	19	6	14
CC(C)NS(=O)(=O)c1ccc(CCC(=O)O)cc1	13	-13	1	-38	4	16	-9	3	3	-16	2
C[C@@H]1CN([C@H](C)CO)C(=O)c2c(c3ccccc3n2C)-c2ccccc2CO[C@H]1CN(C)Cc1ccc(C(F)(F)F)cc1	-9	4	7	7	15	-16	-2	10	-8	18	23
COC(=O)CN(C)C(=O)c1ccc(OC2CCN(S(=O)(=O)N(C)C)CC2)cc1	-27	-20	-3	-56	-56	-28	9	6	-7	-20	-9
CN(C)c1ccc(C=C2C=Cc3ccccc32)cc1	-76	27	-26	-104	24	-123	-56	-9	-8	-35	46
O=C(NCCCNC(=O)c1ccc(Cl)cc1Cl)c1cnccn1	15	-21	-3	16	8	-16	1	1	2	-12	6
O=C(O)c1ccc(NCc2cccs2)cc1	5	3	5	-4	-9	-22	10	-17	-4	3	24
COC(=O)C1=CN(Cc2ccc(OC)c(OC)c2)C=C(C(=O)OC)C1c1cccc(O)c1	2	4	1	-8	-22	25	-3	19	-6	19	-34
CCOCCNC(=O)c1ccc2c3c(cccc13)CC2	-5	-1	3	-6	-25	3	18	-2	0	-9	3
CN1CCN(c2ccccc2NC(=O)c2ccc(OCc3ccccc3)cc2)CC1	1	20	10	8	2	13	8	0	0	-26	7
Clc1cccc(Cc2c(-c3ccco3)nc3ccc(Cl)cn23)c1	8	17	·	-49	-2	6	1	70*	-14	-4	64*
COc1cc(C(=O)Oc2cccnc2)cc(OC)c1OC	10	4	0	9	10	-4	13	3	-5	-30	-3
COC(=O)c1c(C)nc2c(c(SC)nn2-c2ccccc2)c1N	-21	-6	-7	-21	-5	17	9	1	-4	-9	17
CC(Sc1nnc(C2CC2)n1C1CC1)C(=O)N(C)Cc1cccc(F)c1 (stereo not drawn)	-2	-9	1	-5	0	-6	-1	-29	9	5	-8
CCN(CC)S(=O)(=O)c1ccc(O)c(C(=O)OCC(=O)N2CCCc3ccccc32)c1	-7	15	3	2	-20	4	-4	-29	15	0	1
CCN1CCN(c2nc(N)c([N+](=O)[O-])c(Nc3ccc(C)c(C)c3)n2)CC1	7	7	-14	9	-11	1	12	-3	-18	-15	-85
CC(=O)N1Cc2ccccc2CC1C(=O)N1CCN(c2ccccc2)CC1 (stereo not drawn)	-9	3	-10	2	28	-5	4	11	-1	-7	2
O=C(C(Cc1ccccc1)n1cccc1)N1CCCCCC1 (stereo not drawn)	7	-1	-9	5	-9	10	4	-24	3	25	8
COc1cccc(C2NC(=O)NC(C)=C2C(=O)OCC2CCCO2)c1 (stereo not drawn)	16	-19	4	1	5	4	3	-7	6	3	1

Additional entries
SMILES	NCOA3 inh	TRAIL sens C8	EBV LMP1 NFkB	SRC1 inh	TROY signal inh	LRH-1 inv ag	NR2F2 inh	CF NFkB block	KKLEB tox	NCOA2 inhibitor	TWEAK Fn14 block
Cc1ccc(CNc2ccc(N3CCOCC3)cc2)cc1	-52	-6	-39	-55	33	1	6	12	-1	-34	3
CCS(=O)(=O)Nc1cc2c3c(c1)CCN3C(=O)CC2	13	3	5	7	-7	-3	6	5	1	-10	2
CN(Cc1ccon1)C(=O)C1CCC(=O)N(CCc2ccc(Cl)cc2)C1 (stereo not drawn)	-4	-2	-3	0	-13	-17	2	0	0	6	24
CCCOc1nc(N)c(C#N)c(-c2ccccc2F)c1C#N	5	17	-8	13	0	-5	9	18	-1	-7	22
COc1ccc(S(=O)(=O)N2CCN(Cc3ccc(Cl)cc3)CC2)cc1	-5	3	11	15	5	11	9	5	-10	1	-5
Nc1c(C(=O)NCc2ccccc2)nnn1Cc1ccccc1	-9	13	4	-14	-21	-14	-5	-42	2	-10	-5
COc1ccc(C(C[N+](=O)[O-])c2c(-c3ccccc3)cc3ccccn23)cc1 (stereo not drawn)	1	-2	-6	-1	-28	8	1	17	-5	10	4
Cc1cc(NC(=O)c2cccnc2)ccc1NC(=O)c1ccco1	8	-2	-3	7	-23	-6	2	-4	5	-25	4
CC(C)OC(=O)CC12CN3CC(CC(=O)OC(C)C)(CN(C1)C(=O)c1ccccc1C3=O)C2=O	12	-2	-3	-1	·	7	0	17	-7	3	32
Cc1ccc(S(=O)(=O)N2CCN(C(=O)COC(=O)CCOc3ccccc3C)CC2)cc1	-7	0	-3	-5	-14	-6	4	9	5	-22	6
CCn1c(SCC(=O)N/N=C/c2c[nH]c3ccccc23)nnc1-c1ccc(C)cc1	6	-1	0	1	11	18	5	5	0	-15	10
N#Cc1ccc(COC(=O)CC(NC(N)=O)c2ccc(Cl)cc2)cc1 (stereo not drawn)	10	-3	3	-19	-3	-6	-5	7	2	-1	30
COc1ccccc1C(c1c(O)nc(SC)[nH]c1=O)c1c(O)nc(SC)[nH]c1=O	11	2	6	-3	-4	12	-24	-4	-20	-1	17
CCC(C)c1ccc(NC(=O)CSc2nncn2N)cc1 (stereo not drawn)	-8	1	-5	-2	-19	-20	-15	-3	-1	3	2
CCOC(=O)c1c(C)nc2cc(C)ccn12	-37	12	3	-15	-23	-5	-13	-1	-2	-23	4
O=c1cc2[nH]c3ccccc3c(=O)n2nc1-c1ccccc1	-28	-4	-8	-51	-4	-82	-29	-19	18	-59	-1
COC(=O)C(CC(C)C)NC(=O)C(Cc1ccccc1)NC(=O)C1CCCN1C(=O)OC(C)(C)C (stereo not drawn)	4	0	8	-31	18	-5	7	-7	9	-16	1
CCCCC(=O)Nc1ccc(NC(=O)c2ccc([N+](=O)[O-])cc2)cc1OC	-2	9	-9	-5	7	21	4	-11	6	14	-14
C1=C(CCNCC2CCCCC2)CCCC1	-3	-28	-1	-28	12	5	14	0	3	0	1
CCCCCc1nnc(NC(=O)c2cccc(S(=O)(=O)N3CCOCC3)c2)s1	6	11	-9	14	17	-2	12	-4	-10	27	0
O=C1NCCCC1C(=O)N/N=C/c1ccccc1O (stereo not drawn)	1	1	10	-9	6	-12	-1	13	7	-1	-14
O=C(CSc1nnnn1-c1cccc2c1CCCC2)N1CCOCC1	-8	-22	3	6	-11	-7	2	-7	5	-13	0
CC(C)(CO)NCc1cccc(OCc2ccc(Cl)cc2)c1	-8	16	-5	-11	-30	-1	-4	7	-6	-2	14
CC1CCC(NC(=O)C2CCC(CNc3c(N4CCCCC4)c(=O)c3=O)CC2)CC1 (stereo not drawn)	0	-10	-7	-1	17	1	0	-8	-2	-7	-22
O=C1CN(C(=O)COC(=O)c2ccc([N+](=O)[O-])o2)c2ccccc2N1	7	4	0	-6	-3	15	11	37	8	-9	1
O=[N+]([O-])c1ccc(N2CCN(Cc3ccc(Br)o3)CC2)cc1	7	11	-14	0	-7	-15	12	0	-10	6	29
C[N+]1(CC(=O)OCCCc2ccccc2)CCCC1	-1	-5	-6	-67	16	-1	1	-23	13	10	3
O=C(Nc1ccnn1C1CCN(Cc2ccccc2F)CC1)C1CCCC1	3	-2	6	-22	5	-10	-12	8	-3	5	16

Assay outcomes from PubChem BioAssay.
